# Assay outcomes (PubChem BioAssay)
# DAT uptake mod – modulates human dopamine transporter uptake under cocaine. 1.3% of 110,000 active. LLC-PK1 hDAT cells, [14C]-dopamine uptake with cocaine IC80; actives deviate in either direction. Q01959. B-score at 10 µM;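 active = Z score or B-score, a plate-position-corrected score, falls beyond the plate's 99.7% confidence bounds, in either direction; inactive = both scores lie inside the 99.7% bounds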;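 also: scored against the spread of the other compound wells on the same plate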
# Target sequence (Q01959 whole entry, looked up): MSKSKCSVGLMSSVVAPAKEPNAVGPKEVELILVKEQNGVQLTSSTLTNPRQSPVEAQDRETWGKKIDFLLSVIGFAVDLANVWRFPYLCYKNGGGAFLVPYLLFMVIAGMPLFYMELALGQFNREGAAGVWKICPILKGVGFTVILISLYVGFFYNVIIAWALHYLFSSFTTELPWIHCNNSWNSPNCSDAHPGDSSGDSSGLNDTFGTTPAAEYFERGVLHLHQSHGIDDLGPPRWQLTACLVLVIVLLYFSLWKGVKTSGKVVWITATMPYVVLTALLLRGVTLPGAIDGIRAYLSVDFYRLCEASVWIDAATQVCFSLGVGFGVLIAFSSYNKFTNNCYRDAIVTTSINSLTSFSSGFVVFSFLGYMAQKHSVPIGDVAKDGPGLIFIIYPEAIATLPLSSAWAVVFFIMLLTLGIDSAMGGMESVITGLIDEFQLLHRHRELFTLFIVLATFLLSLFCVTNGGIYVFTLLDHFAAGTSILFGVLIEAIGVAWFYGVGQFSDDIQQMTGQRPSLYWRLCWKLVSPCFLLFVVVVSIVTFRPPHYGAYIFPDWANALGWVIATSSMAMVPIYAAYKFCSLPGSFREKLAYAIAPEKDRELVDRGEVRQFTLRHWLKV
# E coli WT exp – E. coli BW25113 growth inhibition, expanded screen; 0.15% of 98,000 active; growth inhibition, % at 100 µM; OD600 absorbance; AID 710;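 active = growth inhibition above about 50% at one test dose, limit read from the data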;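 also: growth measured after 20 h incubation at 37 °C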
# PostGolgi ctrl – yeast control strain growth, post-Golgi counter-screen; efflux-deficient yeast background strain, growth absorbance A615, 16 h; inhibition, % at 10 µM; 5% of 98,000 active; AID 738
# H69AR inhibit – growth inhibitors of human H69AR lung tumor cells; 6% of 85,000 active; viability, % at 10 µM; AID 598; H69AR lung tumor viability, ATP luminescence, 72 h; stronger effect = lower value;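 active = viability at or below 40%; inactive = viability above 40%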;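 also: multidrug resistant small cell line overexpressing MRP-1 efflux transporter; 100% = mean luminescence of untreated control wells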
# PostGolgi yeast – growth inhibition of a yeast mutant, post-Golgi transport screen | inhibition, % at 10 µM | post-Golgi transport phenotypic cell assay | AID 739 | 0.9% of 98,000 active;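 also: yeast cells grown in 1536-well plates; yeast grown about 18 h at 30C before absorbance read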
# S1P2 blocker – S1P2 (human) receptor antagonism. O95136. cell-based S1P2 antagonist assay, inhibition at 5 uM. inhibition, % at 5 µM. 0.21% of 97,000 active; in the data active = inhibition above about 45%;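 also: CRE beta-lactamase reporter cells expressing human S1P2 stimulated with S1P; 0% = agonist at EC80 alone and 100% = agonist plus reference antagonist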
# S1P2 agonist – agonists of human S1P2 receptor; AID 729; 0.46% of 97,000 active; O95136; activation, % at 4.5 µM; S1P2-expressing cell line, agonist reporter read-out; in the data active = activation above about 16%;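 also: 0% = vehicle low control and 100% = maximal reference agonist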
# HUVEC inhibit – human endothelial cell proliferation inhibition; AID 648; 1.1% of 86,000 active; viability, % at 10 µM (by protocol); HUVEC proliferation, CellTiter-Glo luminescence, 72 h; stronger effect = lower value;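 active = viability at or below 30%; inactive = viability above 30%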;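 also: 100% = median luminescence of DMSO-only cell control wells on each plate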
# Lung fibro prol – blocks proliferation of human lung fibroblasts. LL 47 human lung fibroblast viability, ATP luminescence; stronger effect = lower value. viability, % at 10 µM. 1.1% of 85,000 active. AID 719;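 active = viability at or below 50% in the single dose screen; inactive = viability above 50%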;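 also: compound exposure lasted 72 h before the ATP readout; 100% = median luminescence of untreated cell-only wells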
#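 Benchmarks: Cell-only wells, no compound | Test system: LL 47 human lung fibroblasts, passage 12 or lower | Input: 1,150 cells/well | Measured by: CellTiter-Glo luminescence measuring cellular ATP | Medium: IMEM, 15% FBS supplement | Schedule: Overnight attachment after seeding, then 72 h compound exposure at 37 °C | Doses: Compound addition at 0.1% DMSO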
# * hit, by the source's call; · = no result given. Rule as the data show it, unless noted: active = inhibition above about 30%; inactive = the rest.
compound	PostGolgi yeast	PostGolgi ctrl	Lung fibro prol	S1P2 agonist	S1P2 blocker	DAT uptake mod	H69AR inhibit	HUVEC inhibit	E coli WT exp
COc1ccccc1OCCSc1nc2ccccc2c(=O)[nH]1	19	1	111	0	0	0.0035	89	97	-8
O=C(c1ccccc1)c1nn(-c2ccc(Cl)cc2)cc1C(=O)c1cc2ccccc2oc1=O	-3	12	·	2	-12	·	·	·	-12
Cn1c(=O)oc2cc(S(=O)(=O)NCCC(=O)NCCc3ccc(Cl)cc3)ccc21	6	-4	97	·	·	0.53	105	89	-1
CCOC(=O)CNc1nc(C#N)nc(N2CCOCC2)n1	5	3	99	-6	-2	1	96	103	-5
CCc1sc(C(=O)Nc2ccsc2C(=O)OC)cc1Br	·	·	100	·	·	-0.82	70	90	·
Cc1ccccc1Nc1cc2ccccc2c(=O)[nH]1	5	15	·	·	·	-1.7	·	·	24
CCN(CC)C(=O)CN(c1ccc(C)cc1)S(=O)(=O)c1ccc(SC)cc1	-6	1	101	-2	-4	1.6	83	94	-8
O=C(Cn1c(C(=O)NCC2CCCO2)cc2sccc21)c1ccccc1 (configuration not stated)	-4	5	98	-4	19	0.15	87	99	7
N/C(CN1CCCC1=O)=N\O	-4	22	98	-2	-12	-0.4	100	102	-3
CN(C)S(=O)(=O)c1ccc(Nc2ccc(-c3ccc4c(c3)OCCO4)nn2)cc1	-2	1	90	-8	16	-0.14	65	71	5
COc1ccc(C(=O)CN2CCN(c3ccc(F)cc3)CC2)cc1OC	8	14	99	-8	17	·	85	95	2
O=C(Nc1ccc2oc(-c3ccncc3)nc2c1)c1ccccc1F	6	-1	103	-2	-14	-0.12	86	100	-5
Cc1ccc(OC(C)C(=O)Nc2ccc(S(=O)(=O)Nc3cc(C)on3)cc2)cc1 (configuration not stated)	2	33*	100	-5	-2	-0.72	103	81	5
CCCC1=C(C(=O)OCC)C(c2ccc(NC(C)=O)cc2)NC(=O)N1 (configuration not stated)	-4	18	96	-6	-12	-0.33	91	94	-4
CCOC(=O)CNC(=O)CNC(=O)c1ccc(OCC(C)C)cc1	-4	8	82	-7	-10	0.072	54	89	-1
COc1ccc(-c2nnc3sc(C4CCCCC4)nn23)cc1OC	22	14	79	4	-18	1.6	73	90	-4
COCCn1c(SCC(=O)OC(C)C)nnc1-c1ccccc1	2	1	105	-8	-5	-0.49	91	106	-13
O=C(NCCc1nc2ccccc2[nH]1)c1ccc(F)cc1	-9	11	99	-5	16	-0.0028	90	83	-1
Cc1cccc(NC(=O)Cn2nnc(-c3ccc(CN4CCCC4)cc3)n2)c1C	13	8	92	-2	-4	-0.87	84	93	3
COc1ccc(-c2c(C)nn3c(N4CCC(C(=O)N5CCCCC5)CC4)cc(C)nc23)cc1OC	·	·	93	·	·	0.78	51	80	·
COc1cccc(NC(=O)CCCn2c(=O)[nH]c3ccccc3c2=O)c1	0	0	99	-6	14	0.85	82	91	-7
Cc1occc1-c1nnc(SCC(=O)Nc2nc(C(C)(C)C)cs2)o1	3	18	71	-6	1	0.022	82	58	-10
COC(=O)c1sc(N)c(C(=O)OC)c1COC(=O)c1c(C)noc1C	-3	9	54	-3	-38	0.59	19*	67	0
CCc1nnc(NC(=O)c2cccc(S(=O)(=O)N3CC(c4ccccc4)CC3=O)c2)s1 (configuration not stated)	-1	2	100	-8	-18	1.1	91	108	-8
CCOc1ccc(N(C(C)=O)C2C=CS(=O)(=O)C2)cc1 (configuration not stated)	5	0	102	·	·	0.61	99	99	-2
CN(C)S(=O)(=O)c1ccc2c(c1)c(=O)c(C(=O)NCCCN1CCCCCC1)cn2C	-3	18	96	-1	5	-1.6	92	90	-2
O=C(Nc1ccncc1)c1ccc2c(c1)OCCO2	-7	2	101	·	·	0.96	85	105	1
O=C(Nc1ccon1)c1csc2c1CCCC2	17	32*	96	-6	-1	0.39	72	86	1
CC1CN(C2CCCCC2)c2nc3c(c(=O)[nH]c(=O)n3C)n2C1 (configuration not stated)	1	1	90	1	10	0.69	80	87	2
CCN(CC)CCN(C)Cc1ccc(Br)cc1	1	3	94	-4	-2	1	68	91	6
COCc1cc(C)nc(N2CCN(Cc3ccccc3)CC2)c1C#N	-2	-2	91	-2	10	0.01	98	84	0
O=C1CCCN1CCC1CCN(C2CC(=O)N(c3ccc(F)cc3)C2=O)CC1 (configuration not stated)	-4	10	100	-3	-1	0.4	99	95	-2
CCc1ccc(-n2c(SCC(=O)Nc3cc(C)[nH]n3)nc3[nH]ncc3c2=O)cc1	-1	1	·	-3	20	0.012	96	103	6
CCC(C)NC(=O)N[C@@H](CCSC)C(=O)O (some centres not stated)	3	7	98	-10	8	-1.2	80	96	-1
O=C(CN(c1ccc(F)cc1)S(=O)(=O)c1ccc2c(c1)OCCO2)NCc1ccncc1	0	6	103	-7	1	-0.027	102	99	-5
Cc1ccc(/C=C2\SC(=S)N(CC(=O)Nc3ncc(Cc4ccccc4Cl)s3)C2=O)cc1	-1	2	·	-5	7	·	·	·	-11
COCCCNC(=O)Cn1cc(C(C)=O)c2ccccc21	-10	12	97	-3	7	0.75	96	90	1
CCc1ccc(CCC(=O)Nc2nccs2)o1	-15	0	113	-6	-4	0.53	107	95	1
CCOc1ccccc1NC(=O)CSc1nnnn1-c1ccccc1	-5	7	91	-1	-13	0.77	86	97	-11
COc1cccc(-c2nnc(NC(=O)c3ccc(S(=O)(=O)N4CC(C)OC(C)C4)cc3)o2)c1 (configuration not stated)	-4	-2	·	-2	18	·	·	·	0
CN(Cc1ccco1)C(=O)C1CCC(=O)N1Cc1ccc(F)cc1 (configuration not stated)	12	17	93	-1	-5	-0.4	75	99	0
CCOc1cc(C(=O)Nc2cc(C)on2)cc(OCC)c1OCC	0	2	102	-5	3	-0.26	81	102	-7
CC(C)Oc1ccc(-c2cc(C(=O)NCCN3CCOCC3)c3ccccc3n2)cc1	6	0	92	2	-13	0.35	49	80	10
Cn1c(=O)c2c(nc(CN3CCN(c4ccccc4)CC3)n2CCc2ccccc2)n(C)c1=O	·	·	94	-3	-17	-0.41	68	96	·
Cn1cnnc1SC1CCCCC1NS(=O)(=O)c1ccccc1 (configuration not stated)	-2	6	97	-3	10	-0.018	93	91	-4
COC(=O)c1nc2ccccc2s1	·	·	107	-4	-10	0.45	87	93	·
CS(=O)(=O)c1cnc2c(-c3ccc(F)cc3)cnn2c1N	0	4	·	2	-15	0.31	·	·	-7
CS(=O)(=O)N(CCc1ccccc1)CC(=O)N1CCN(c2ccc(F)cc2)CC1	·	·	101	-5	-5	-0.88	102	110	·
CCCCSc1nc(C)c(CC(=O)OC)c(=O)[nH]1	14	10	108	·	·	0.0093	89	105	3

# A run of entries taken from the entries so far:
compound	PostGolgi yeast	PostGolgi ctrl	Lung fibro prol	S1P2 agonist	S1P2 blocker	DAT uptake mod	H69AR inhibit	HUVEC inhibit	E coli WT exp
CCC(C)NC(=O)N[C@@H](CCSC)C(=O)O (some centres not stated)	3	7	98	-10	8	-1.2	80	96	-1
O=C(CN(c1ccc(F)cc1)S(=O)(=O)c1ccc2c(c1)OCCO2)NCc1ccncc1	0	6	103	-7	1	-0.027	102	99	-5
Cc1ccc(/C=C2\SC(=S)N(CC(=O)Nc3ncc(Cc4ccccc4Cl)s3)C2=O)cc1	-1	2	·	-5	7	·	·	·	-11
COCCCNC(=O)Cn1cc(C(C)=O)c2ccccc21	-10	12	97	-3	7	0.75	96	90	1
CCc1ccc(CCC(=O)Nc2nccs2)o1	-15	0	113	-6	-4	0.53	107	95	1
CCOc1ccccc1NC(=O)CSc1nnnn1-c1ccccc1	-5	7	91	-1	-13	0.77	86	97	-11
COc1cccc(-c2nnc(NC(=O)c3ccc(S(=O)(=O)N4CC(C)OC(C)C4)cc3)o2)c1 (configuration not stated)	-4	-2	·	-2	18	·	·	·	0
CN(Cc1ccco1)C(=O)C1CCC(=O)N1Cc1ccc(F)cc1 (configuration not stated)	12	17	93	-1	-5	-0.4	75	99	0
CCOc1cc(C(=O)Nc2cc(C)on2)cc(OCC)c1OCC	0	2	102	-5	3	-0.26	81	102	-7
CC(C)Oc1ccc(-c2cc(C(=O)NCCN3CCOCC3)c3ccccc3n2)cc1	6	0	92	2	-13	0.35	49	80	10
Cn1c(=O)c2c(nc(CN3CCN(c4ccccc4)CC3)n2CCc2ccccc2)n(C)c1=O	·	·	94	-3	-17	-0.41	68	96	·
Cn1cnnc1SC1CCCCC1NS(=O)(=O)c1ccccc1 (configuration not stated)	-2	6	97	-3	10	-0.018	93	91	-4
COC(=O)c1nc2ccccc2s1	·	·	107	-4	-10	0.45	87	93	·
CS(=O)(=O)c1cnc2c(-c3ccc(F)cc3)cnn2c1N	0	4	·	2	-15	0.31	·	·	-7
CS(=O)(=O)N(CCc1ccccc1)CC(=O)N1CCN(c2ccc(F)cc2)CC1	·	·	101	-5	-5	-0.88	102	110	·
CCCCSc1nc(C)c(CC(=O)OC)c(=O)[nH]1	14	10	108	·	·	0.0093	89	105	3
